Screening data from PubChem BioAssay.
dFosB activator: mouse delta FosB homodimer activation | P13346 | activation, % at 25 µM | purified delta FosB, TAMRA-CDK5 oligo fluorescence polarization; percent of positive-control signal above neutral wells | 340,000 tested, 0.99% active | AID 493131;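 active means mean activation above about 17%, with every replicate also reaching it, limit read from the data, passing the limit was not always enough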;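 further: fluorescence polarization rise as delta FosB binds a TAMRA Cdk5 AP-1 oligo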
Arr AP2 block: inhibitors of human beta-arrestin and AP2 interaction; FITC-arrestin peptide / GST-AP2 beads, flow cytometry; AP2 beta2 appendage carries R879A mutation; inhibition, % at 10 µM; 340,000 tested, 0.31% active;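 active means inhibition above a set limit, near 3 SD of compounds lacking own fluorescence, cut at about 54% in these data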;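 further: plate controls were DMSO wells for no effect and 5 µM unlabelled arrestin peptide for full effect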
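System: GST-tagged AP2 beta2-adaptin appendage (R879A) on 4 µm glutathione beads / Reagent: FITC-arrestin peptide, 50 nM / Detection: HyperCyt-sampled flow cytometry, FL1 channel, ex 488/em 535 nm / Timing: 12 min plus 1 h, RT / Buffer or medium: PBS plus Tween 20 (0.05%) and BSA (0.1%)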
Pemphigus Ab inh: blocks pemphigus antibody binding to human desmoglein-3; P32926; DSG3-coupled beads, scFv-anti-DSG3-GFP binding, flow cytometry; stronger effect = lower value; binding (percent of control), % at 10 µM; 310,000 tested, 0.48% active;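 active means binding more than 3 SD below its plate's average and above zero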;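 further: hits lower antibody fragment binding to DSG3; some compounds called inactive have numbers as strong as hits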
Target sequence (P32926 whole entry, looked up, the tested form may be a part): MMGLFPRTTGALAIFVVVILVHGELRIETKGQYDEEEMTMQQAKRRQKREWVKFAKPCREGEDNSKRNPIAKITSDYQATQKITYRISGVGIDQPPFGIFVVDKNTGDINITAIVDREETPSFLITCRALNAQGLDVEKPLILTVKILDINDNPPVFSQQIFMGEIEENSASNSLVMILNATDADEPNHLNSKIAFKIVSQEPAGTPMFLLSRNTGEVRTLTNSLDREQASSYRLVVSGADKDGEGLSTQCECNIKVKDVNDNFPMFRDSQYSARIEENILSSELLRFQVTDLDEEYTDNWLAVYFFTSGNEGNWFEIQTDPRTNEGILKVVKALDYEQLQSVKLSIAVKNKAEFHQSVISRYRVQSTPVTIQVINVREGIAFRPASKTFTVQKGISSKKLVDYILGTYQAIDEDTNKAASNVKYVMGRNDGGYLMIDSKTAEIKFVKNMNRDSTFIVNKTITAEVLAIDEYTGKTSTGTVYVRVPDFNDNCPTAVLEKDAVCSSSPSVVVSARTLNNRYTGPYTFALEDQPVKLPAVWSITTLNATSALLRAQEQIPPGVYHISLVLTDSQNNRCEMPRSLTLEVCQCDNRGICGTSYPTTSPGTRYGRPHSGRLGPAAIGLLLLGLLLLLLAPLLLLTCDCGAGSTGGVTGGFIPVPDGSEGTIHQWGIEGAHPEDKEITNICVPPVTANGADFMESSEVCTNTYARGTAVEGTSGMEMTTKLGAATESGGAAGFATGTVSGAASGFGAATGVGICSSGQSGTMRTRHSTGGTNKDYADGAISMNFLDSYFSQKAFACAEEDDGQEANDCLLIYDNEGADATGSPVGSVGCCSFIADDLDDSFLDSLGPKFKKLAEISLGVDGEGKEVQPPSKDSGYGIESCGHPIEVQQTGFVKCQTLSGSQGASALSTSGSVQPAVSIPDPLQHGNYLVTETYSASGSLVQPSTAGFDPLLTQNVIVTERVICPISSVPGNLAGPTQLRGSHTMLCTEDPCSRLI
Mot1-301 SUMO: inhibitors of SUMOylation pathway: yeast Mot1-301 growth rescue; S. cerevisiae Mot1-301 growth rescue, ATP luminescence, 38.5C; percent above DMSO median, 100 means doubled; growth rescue, % at 18.8 µM; 320,000 tested, 1% active; AID 2716;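 active means every valid replicate shows activation above 250% relative to neutral control wells; inactive means the rest, any valid replicate at or below 250%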;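 further: OY570 slx delta 5 strain wells were the positive control but not used for scaling; some compounds called inactive have numbers as strong as hits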
SR-BI HDL uptake: inhibitors of mouse SR-BI mediated HDL lipid uptake | ldlA[mSR-BI] CHO cells, DiI-HDL uptake fluorescence, 3 h | 320,000 tested, 0.96% active | Q61009 | inhibition, % at 12.5 µM;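 active means mean replicate inhibition of at least 70% and a set share of replicates each scoring 70 or more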;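 further: 0% = median of neutral control wells and 100% = median of positive control wells; values of inactives mirror those of a sister screen read the other way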
PKA-R2B activ: activators of human PKA-R2B complex; P22694+P31323; PKA-R2B holoenzyme dissociation, Cy5-IP20 fluorescence polarization; R2B truncated from residue 108, S112A mutant; 0% DMSO only, 100% 113 µM cGMP; activation, % at 11.4 µM; 340,000 tested, 0.079% active; AID 504700;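 active means activation above a cutoff set at the mean over all compounds plus 3 SD, cut at about 18% in these data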;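 further: higher means more holoenzyme dissociation and a rise in polarization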
PKA-R1A act: activators of PKA-R1A complex; PKA-R1A dissociation, Cy5-IP20 fluorescence polarization; scaled: DMSO 0%, 113 µM cGMP 100%; activation, % at 11.4 µM; 340,000 tested, 0.083% active;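 active means percent activation above the mean of all tested compounds plus 3 SD, cut at about 19% in these data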;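 further: higher means more PKAc released from R1A so a rise in polarization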
NSD2 HMT inh: blocks human histone methyltransferase NSD2. 310,000 tested, 0.54% active. NSD2 peptide methylation, AlphaScreen, 120 min. inhibition, % at 12.5 µM. AID 743445. O96028; in the data active means inhibition above about 50%
CDK5 p35 inh: blocks human CDK5/p35 kinase activity | Q00535+Q15078 | Recombinant CDK5/p35, ADP-Glo luminescence, 60 min | inhibition, % at 10 µM | 330,000 tested, 0.01% active;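 active means highest replicate inhibition of at least 50% and at least 75% of replicates reaching 50%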;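 further: plate controls were DMSO neutral control for no effect and GW8510 at 10 µM for full effect; many of its hits are not listed in these tables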
SR-BI DiI-HDL act: SR-BI HDL lipid transfer activation. CHO ldlA[mSR-BI] cells, DiI-HDL uptake fluorescence, 3 h; 100 = double the neutral-control signal. activation, % at 12.5 µM. 320,000 tested, 0.096% active. AID 504775;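 active means mean replicate activation of at least 60% and every replicate at or above 60%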;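 further: 0% = median plate neutral-control signal and 100% = twice that signal; values of inactives mirror those of a sister screen read the other way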
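Test system: SR-BI-overexpressing, LDLR-lacking CHO cells. Measured by: DiI fluorescence, bottom read. Medium: Ham's F12 with 0.5% BSA, HEPES 25 mM, pH 7.4. Timing: 3 h uptake period with compound, 37 °C.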
MITF act: increases MITF-driven TRPM1 promoter luciferase signal; SK-MEL-5 TRPM1-promoter luciferase, 24 h; % of positive control, neutral wells = 0; activation, % at 12.5 µM; 300,000 tested, 0.75% active;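 active means mean activation of at least 80% with every replicate also reaching 80%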;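 further: 0% = neutral control wells and 100% = parthenolide positive control wells; values of inactives mirror those of a sister screen read the other way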
Numbers without * were called inactive; i = inactive; nt = no result given.

compound,dFosB activator,Arr AP2 block,Pemphigus Ab inh,Mot1-301 SUMO,SR-BI HDL uptake,PKA-R2B activ,PKA-R1A act,NSD2 HMT inh,CDK5 p35 inh,SR-BI DiI-HDL act,MITF act
COCCNC(=O)C(=O)N/N=C/c1ccc(C(=O)OC)cc1,-5,11,80,11,-10,-3,4,12,1.1,10,-4
CC(=O)c1cccc(NC(=O)Nc2ccc(C(=O)N3CCCC3)cc2)c1,-7,1,105,-30,18,-4,-1,-1,-1.1,-18,32
CC(=O)OC1CSc2nc3ccccc3n2C1 (configuration not stated),-1,18,101,4,-37,4,-8,0,0.3,37,nt
Cc1ccc(N2CC(C(=O)Nc3nnc(SCC(=O)NCC4CCCO4)s3)CC2=O)cc1 (configuration not stated),-5,-9,111,-18,0,-5,-3,-1,-0.2,0,-4
O=C(CC1Nc2ccccc2NC1=O)Nc1cc(Cl)cc(Cl)c1 (configuration not stated),0,1,95,-19,3,8,1,25,-0.1,-3,-1
O=C(CCN1C(=O)/C(=C/c2cccs2)SC1=S)Nc1ccccn1,-12,1,113,-4,15,-12,-6,-1,-1.3,-15,-5
Cc1cccc(C2(c3cccc(C)c3)CC2C(=O)NCC2CCCO2)c1 (configuration not stated),-12,3,107,184,8,-9,-4,-1,0.1,-8,-3
N#Cc1cccc(NC(=O)CSc2cccc[n+]2[O-])c1,-7,12,89,8,nt,3,-3,-1,0.7,nt,9
O=C(CCC(=O)OCC(F)(F)C(F)F)Nc1ccc(Cl)cc1,8,-3,91,-5,-23,7,-8,-1,-1.0,23,1
CC(=O)c1c(C)nc(-c2ccc(Cl)cc2)nc1N,-5,-21,109,0,9,-3,3,nt,-0.9,-9,10
Cn1ccnc1C(O)c1cccc(OCc2ccccc2)c1 (configuration not stated),-10,4,113,-13,14,-15,6,1,1.2,-14,nt
COc1ccc(NC(=O)CSc2nnc3ccc(-c4ccccn4)nn23)cc1OC,-5,27,106,97,7,-3,-3,-1,1.7,-7,-3
Cc1ccc(NC(=O)CNC(=O)c2ccco2)nc1,-1,-5,104,-6,8,-7,-3,3,1.4,-8,3
Cc1ccc(-c2ocnc2C(=O)N2CCOCC2)cc1,-1,24,90,-4,-13,3,-8,-3,-0.6,13,0
CCNC(=S)N(CCN(CC)CC)Cc1cc2cc3c(cc2[nH]c1=O)OCCO3,4,33,104,-4,15,7,6,31,0.9,-15,nt
N=c1c2c3c(sc2ncn1N)CCC3,-5,41,106,268,-19,-1,-7,-3,-2.4,19,nt
CCC(=O)N1CCN(c2ccc(NC(=O)c3ccc(N4CCOCC4)c([N+](=O)[O-])c3)cc2)CC1,-4,-1,98,14,9,1,-11,4,0.0,-9,3
C/C(=N\NC(=O)Cn1ccc(C(F)(F)F)n1)c1ccc2c(c1)OCO2,-1,1,99,54,0,-5,7,-1,1.0,0,-13
CC(=O)NC(CC(=O)NC1CCCc2ccccc21)c1ccccc1 (configuration not stated),2,3,99,10,nt,-4,-1,-1,1.7,nt,-11
Cc1ccc(S(=O)(=O)CCC(=O)OCC(=O)Nc2cc(S(=O)(=O)N3CCOCC3)ccc2Cl)cc1,-9,0,105,nt,-51,1,8,0,1.2,51,nt
Cc1cc(S(=O)(=O)NCC(c2ccc3c(c2)OCO3)N2CCOCC2)ccc1F (configuration not stated),-9,-12,112,48,-19,-5,3,1,0.4,19,2
Cc1ccc(C2/C(=C(/O)c3cnn(-c4ccccc4)c3C)C(=O)C(=O)N2CCN2CCOCC2)o1 (configuration not stated),-5,8,102,2,-14,-3,4,5,-0.7,14,20
C=CCc1ccccc1OCC(O)CN1CCOCC1 (configuration not stated),-2,13,108,181,-10,1,-4,0,-0.5,10,nt
C=CCOc1ccc2c(CC)cc(=O)oc2c1C,-15,-5,97,-21,15,-24,-13,-5,0.4,-15,14
S=C(Nc1ccc(Oc2ccc(NC(=S)NC3CCCCC3)cc2)cc1)NC1CCCCC1,-7,nt,96,69,29,-7,0,-2,1.3,-29,-13
CCOc1ccc2nc(C)cc(Nc3ccc4c(c3)OCCO4)c2c1,44*,17,128,-30,14,-6,-9,26,-1.1,-14,nt
Cc1ccc(C(=O)NCC(=O)NCCCc2ccccc2)s1,-5,0,101,-5,-11,0,-5,2,0.6,11,-5
CCOC(=O)c1ccc2c(c1)N(Cc1ccccc1C)C(=O)c1ccccc1S2=O (configuration not stated),-1,6,103,-22,17,0,-3,-3,1.1,-17,8
Cc1ccc(S(=O)(=O)Nc2cccnc2)cc1,2,-9,97,9,-14,-8,-4,1,1.5,14,nt
CC(C)(C)n1nnnc1C(c1ccccc1F)N1CCN(C2CCCC2)CC1 (configuration not stated),-11,6,108,nt,-5,6,-6,0,0.1,5,-4
Cc1c(C(=O)Nc2ccc3c(c2)OCCO3)sc2ncnc(N3CCCCC3C)c12 (configuration not stated),-1,8,101,-4,58,-8,-4,2,-3.1,-58,13
O=C1NC(c2ccc(O)cc2)Nc2ccccc21 (configuration not stated),-4,-19,89,-1,-31,-5,5,1,0.9,31,nt
CCCC(=O)NC(=S)Nc1cccc2c(O)cccc12,-6,-31,105,-4,31,-2,8,8,4.4,-31,-6
COc1ccc(CN2C(=O)c3ccccc3C2C(=O)NCC2CCCO2)c(OC)c1 (configuration not stated),8,6,104,12,-32,10,-3,0,0.3,32,nt
CCOC(=O)C1CCN(c2nc(-c3ccccc3)nc3c2oc2ccccc23)CC1,-6,4,113,9,57,-4,4,0,-1.8,-57,-4
Brc1ccc(OCCCOc2cccc3cccnc23)cc1,-14,-8,120,174,-4,-5,-2,3,0.6,4,nt

Ordered by the number under MITF act (descending): some entries from above.
compound,dFosB activator,Arr AP2 block,Pemphigus Ab inh,Mot1-301 SUMO,SR-BI HDL uptake,PKA-R2B activ,PKA-R1A act,NSD2 HMT inh,CDK5 p35 inh,SR-BI DiI-HDL act,MITF act
Cc1c(C(=O)Nc2ccc3c(c2)OCCO3)sc2ncnc(N3CCCCC3C)c12 (configuration not stated),-1,8,101,-4,58,-8,-4,2,-3.1,-58,13
CC(C)(C)n1nnnc1C(c1ccccc1F)N1CCN(C2CCCC2)CC1 (configuration not stated),-11,6,108,nt,-5,6,-6,0,0.1,5,-4
Cc1ccc(C(=O)NCC(=O)NCCCc2ccccc2)s1,-5,0,101,-5,-11,0,-5,2,0.6,11,-5

Remaining list, next part.
compound,dFosB activator,Arr AP2 block,Pemphigus Ab inh,Mot1-301 SUMO,SR-BI HDL uptake,PKA-R2B activ,PKA-R1A act,NSD2 HMT inh,CDK5 p35 inh,SR-BI DiI-HDL act,MITF act
Cc1ccccc1-c1nc2ccccc2c(=O)n1C1CCS(=O)(=O)C1 (configuration not stated),1,17,126,-6,-12,4,-10,-15,-1.0,12,4
CCC(C)NC(=O)c1ccc(CSCc2cccc(F)c2)o1 (configuration not stated),-3,5,98,2,17,-3,0,6,0.4,-17,29
Cc1cc(C)cc(NC(=O)CSc2nc3c(c(=O)n2C)SC(C)C3)c1 (configuration not stated),-6,-3,94,i,57,-12,-5,nt,-5.3,-57,8
Cc1ccc(-c2nnc(SCC(=O)N/N=C/c3c(C)nn(-c4ccccc4)c3C)n2-c2ccc(C)cc2)cc1,-13,nt,100,3,64,5,-14,0,0.3,-64,-1
Cc1nn(C)cc1/C=N\NC(=O)Cc1ccc([N+](=O)[O-])cc1,3,7,99,-11,-15,3,13,-1,-0.3,15,0
COc1ccc(S(=O)(=O)Nc2ccc(F)c(F)c2)cc1C(=O)N1CCOCC1,-8,-22,96,7,1,-1,-3,26,-1.3,-1,-10
Cc1ccc(O)c(NC(=O)CCCC(=O)O)c1,-2,9,85,-2,-11,0,4,-3,0.4,11,-2
CCC(CCNC(=O)c1ccccc1)(CCNC(=O)c1ccccc1)[N+](=O)[O-],-8,-3,91,nt,2,2,0,5,-0.4,-2,-1
COc1cc(C2/C(=C(\O)c3ccc4c(c3)OCCO4)C(=O)C(=O)N2Cc2ccco2)cc(OC)c1OC (configuration not stated),5,1,113,-12,-3,-9,-4,1,-1.3,3,-1
COc1cc(OC)c(OC)cc1CN1CCCC(C(=O)c2sccc2C)C1 (configuration not stated),2,29,106,226,nt,-8,-6,2,0.5,nt,-7
CC(NC(=O)CN(C)CC(=O)Nc1ccc(F)c(F)c1F)c1ccccc1 (configuration not stated),-4,1,106,48,-39,0,9,0,-1.3,39,6
Cc1ncc(CN2CCCC(C(=O)Nc3ccc(-c4cccc(F)c4)cc3)C2)s1 (configuration not stated),-7,13,117,28,18,-8,-13,1,-2.3,-18,-5
CCC1(C)CC(CC(=O)O)(c2ccccc2OC)CCO1 (configuration not stated),3,26,nt,41,-47,-8,-11,0,-0.4,47,2
O=C(NNC(=O)c1cc2ccccc2cc1O)c1cccs1,10,2,99,3,115*,-8,-18,-2,0.7,-115,62
C=CCn1cccc(C(=O)Nc2cc(OC)c(OC)c(OC)c2)c1=O,-7,-2,111,4,6,nt,nt,1,-3.9,-6,-15
C=CCNC1=C(Cl)C(=O)N(c2ccccc2Cl)C1=O,-10,1,90,-13,-5,-2,0,9,-0.5,5,4
CCCc1ccc(-c2cc(C(=O)NCCc3ccc(S(N)(=O)=O)cc3)c3ccccc3n2)cc1,11,6,98,12,37,0,-6,1,-0.1,-37,106*
COc1cc(S(=O)(=O)n2nc(C)cc2C)c(OC)cc1Cl,-5,1,84,73,-13,-6,-8,0,0.3,13,-4
COc1ccc(Cl)cc1NC(=O)C(C)OC(=O)c1ccc(NS(=O)(=O)c2ccc3[nH]c(=O)[nH]c3c2)cc1 (configuration not stated),-2,-10,126,13,-31,-9,1,-2,-0.3,31,0
N/C(=N\OC(=O)Nc1ccccc1)c1ncc([N+](=O)[O-])s1,0,5,115,2,-4,0,-7,15,1.3,4,-68
Cn1cc(SCC(=O)Nc2ccc3c(c2)OCCO3)c2ccccc21,0,-5,104,17,3,9,11,nt,-1.9,-3,11
COc1cc(OC)cc(-c2nnc(SCC(=O)N3CCCc4ccccc43)o2)c1,-11,1,109,-18,18,-2,-8,-1,0.0,-18,-4
Cc1cc(-n2c(=S)sc3c(=O)n(-c4ccc(F)cc4)c(SCC(=O)O)nc32)ccc1Cl,-6,44,93,9,15,-6,-2,3,-1.5,-15,-3

The order is random. Share with any hit: about 4.7%.
